TrxR1 substrate = is turned over as a substrate by rat TrxR1; O89049; purified TrxR1 substrate turnover, NADPH consumption readout; Potency, µM (top dose mostly 114 µM), for inactives: at the highest dose activity change, negative = substrate turnover; 0.01% of 390,000 active; note: potency is the fitted concentration of half-maximal effect; % is set by controls: 0 for no effect and ±100 for the full control effect; nearly all actives have a fitted effect of over 50% in size
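Rat TrxR1, dispensed at 90 nM, was prereduced with 400 uM NADPH (final) for 5 min at ~22 deg C, then incubated with compound 15 min before 400 uM selenite. A first-read NADPH fluorescence drop versus no-compound background flagged substrates.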
mIDH1 inhibitor = inhibitors of human mutant IDH1 R132H | O75874 | IDH1-R132H enzyme, NADPH consumption, diaphorase/resazurin fluorescence | Potency, µM (highest dose often 76.6 µM), for inactives: at the highest dose activity change, negative = inhibition, actives largely listed as inhibitors | 0.093% of 390,000 active; note: potency is the fitted concentration of half-maximal effect; % is set by controls: 0 for no effect and ±100 for the full control effect; nearly all actives have a fitted effect of over 65% in size
Target sequence (O75874 whole entry R132H, stated change not applied): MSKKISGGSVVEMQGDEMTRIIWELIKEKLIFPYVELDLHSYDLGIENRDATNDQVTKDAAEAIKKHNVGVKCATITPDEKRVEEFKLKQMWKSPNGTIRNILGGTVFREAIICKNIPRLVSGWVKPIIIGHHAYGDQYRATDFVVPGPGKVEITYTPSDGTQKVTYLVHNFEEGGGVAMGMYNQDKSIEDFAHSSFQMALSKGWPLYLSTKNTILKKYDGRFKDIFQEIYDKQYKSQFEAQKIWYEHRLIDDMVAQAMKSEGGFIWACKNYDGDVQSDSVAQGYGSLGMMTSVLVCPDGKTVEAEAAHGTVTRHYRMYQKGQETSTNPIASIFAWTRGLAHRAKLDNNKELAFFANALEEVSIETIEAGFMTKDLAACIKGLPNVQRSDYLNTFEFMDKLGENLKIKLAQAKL
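IDH1-R132H (0.5 ug/mL dispensed) in pH 7.5 Tris buffer was preincubated 30 min with compound, then given a substrate mix of 0.016 mM NADPH and 2 mM alpha-KG for 80 min at room temperature; remaining NADPH was read by diaphorase/resazurin fluorescence.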
D2 antag = D2 dopamine receptor (human) antagonism. P14416. HEK293 TREx D2 cells, calcium flux, dopamine EC80. inhibition, % at 10 µM. 2% of 340,000 active; in the data active = inhibition above about 30%; note: 0% is about no effect
Target sequence (P14416 whole entry, looked up): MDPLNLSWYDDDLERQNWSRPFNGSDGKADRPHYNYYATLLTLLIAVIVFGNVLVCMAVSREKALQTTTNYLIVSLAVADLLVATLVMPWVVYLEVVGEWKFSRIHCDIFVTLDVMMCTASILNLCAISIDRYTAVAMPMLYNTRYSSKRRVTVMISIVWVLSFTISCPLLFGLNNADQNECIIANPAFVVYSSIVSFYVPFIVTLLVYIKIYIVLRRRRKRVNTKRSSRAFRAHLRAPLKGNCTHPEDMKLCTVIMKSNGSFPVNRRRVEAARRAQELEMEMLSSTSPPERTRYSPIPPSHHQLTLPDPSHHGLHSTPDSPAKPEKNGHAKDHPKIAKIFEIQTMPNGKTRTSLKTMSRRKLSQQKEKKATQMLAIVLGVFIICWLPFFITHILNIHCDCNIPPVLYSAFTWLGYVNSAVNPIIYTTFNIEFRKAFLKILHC
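Tetracycline-induced HEK293 T-REx cells expressing D2 force-coupled to calcium signalling were dye-loaded, exposed to compound for 180 s, then challenged with an EC80 of dopamine; calcium flux was followed kinetically for a further 180 s.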
TRHR agonist = TRH receptor (human) agonism; activation, % at 2 µM; TRHR cells, calcium flux fluo-8, FDSS agonist mode; 0.18% of 360,000 active; in the data active = activation above about 30%; note: 0% is about no effect
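Steps: seed TRHR cells overnight; add fluo-8 no-wash Ca dye, RT 30 min–1.5 h; record 10 s baseline; pin-transfer compounds; monitor fluorescence 1 cycle/s for the agonist window. Calcium increases flag candidate agonists.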
TRHR enhancer = allosterically enhances the human TRH receptor; P34981; TRHR cells, fluo-8 calcium fluorescence, EC20 TRH enhancement; enhancement, % at 2 µM; 0.66% of 360,000 active; in the data active = enhancement above about 30%; note: 0% is about no effect
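TRHR-expressing cells loaded with fluo-8 calcium dye were read kinetically (ex 480/em 530) during compound addition, then stimulated with an EC20 of TRH (10 nM final). Enhancement of the Gq-mediated intracellular calcium response was scored.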
Pin1 inhibitor = human Pin1 inhibition; Q13526; 0.009% of 390,000 active; Pin1 FP peptide displacement, HiFluor488, 10 min; AID 504891; Potency, µM (top dose mostly 115 µM), inactives show top-dose activity, negative = inhibition, hits mostly inhibitors; active = well fitted inhibition curve with a large enough effect in the polarisation, with a control signal flat, not every such curve was filed as active; inconclusive = small, poorly fitted or top-dose-only effect, or effect the other way, or a change in a side signal; inactive = no such curve, though single readings can be large or run the other way; the % refers to the polarisation; note: potency is the fitted concentration of half-maximal effect; % is set by controls: 0 for no effect and ±100 for the full control effect
Target sequence (Q13526 whole entry, looked up): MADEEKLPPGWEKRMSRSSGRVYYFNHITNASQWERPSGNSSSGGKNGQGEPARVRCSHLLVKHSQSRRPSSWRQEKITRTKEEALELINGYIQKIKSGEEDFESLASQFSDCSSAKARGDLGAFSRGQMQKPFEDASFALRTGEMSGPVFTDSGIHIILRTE
USP1-UAF1 inh = blocks the human USP1/UAF1 deubiquitinase complex | O94782 | recombinant USP1/UAF1, Ub-Rhodamine cleavage fluorescence | Potency, µM (titrated, usually from 57.1 µM), without a hit: top-dose activity change, negative = inhibition, hits mostly inhibitors | 0.23% of 390,000 active; note: potency is the fitted concentration of half-maximal effect; % is set by controls: 0 for no effect and ±100 for the full control effect; nearly all actives have a fitted effect of over 60% in size; inactives centre near -12
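USP1/UAF1 complex (1 nM) preincubated 15 min at room temperature with compound, then Ub-Rho substrate (150 nM final) added. Kinetic fluorescence at 480/540 nm over 6 reads at 60 s intervals; 50 mM HEPES pH 7.8, 0.5 mM EDTA, 0.1 mg/ml BSA, 1 mM TCEP, 0.01% Tween-20.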
TrxR1 inh = inhibitors of rat thioredoxin reductase 1; O89049; Potency, µM (titrated, usually from 114 µM), for the others: top-dose activity change, negative = inhibition, most hits filed as inhibitors; AID 588453; 1% of 390,000 active; recombinant rTrxR1, NADPH fluorescence consumption, selenite substrate; note: potency is the fitted concentration of half-maximal effect; % is set by controls: 0 for no effect and ±100 for the full control effect; nearly all actives have a fitted effect of over 65% in size
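Rat TrxR1 (90 nM in the dispensed reagent) was pre-reduced with 400 uM NADPH for 5 min at room temperature, then incubated with compound for 15 min. After 400 uM selenite was added, NADPH fluorescence (Ex 340/Em 450 nm) was followed for 8 min.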
D2 agonist = agonists of human D2 dopamine receptor; P14416; 0.53% of 340,000 active; activation, % at 2 µM; HEK293 T-REx D2 cells, calcium flux agonist mode; AID 485358;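 active = activation over 3 SD above normal in the single-dose calcium agonist read, cut at about 30% in these data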; note: 0% is about no effect
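In this primary screen, compounds producing a positive calcium signal within 180 s of addition to tetracycline-induced, force-coupled HEK293 Trex D2 cells are flagged; cells are dye-loaded with a no-wash calcium kit beforehand.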
Active calls of the source: *; u = inconclusive; x = no result given; & = joins results of further samples; [ ] = dose if it differs, or a comment. Unless noted, calls come from the whole dose curve; as a rule, active = well fitted inhibition curve with a large enough effect; inconclusive = small, poorly fitted or top-dose-only effect; inactive = no such curve, though single readings can be large or run the other way. This is a subset (hit frequency here may not be typical).

[1] Cn1ccc2c(OCC(=O)Nc3ccc([N+](=O)[O-])cc3)cccc2c1=O
[2] Cc1nn(-c2ccc3nnc(C)n3n2)c(C)c1CCC(=O)Nc1ccc(OC(F)(F)F)cc1
[3] Cn1cc(C(=O)N/N=C/c2cc(Br)cs2)c2ccccc21
[4] O=C(Nc1ccc2c(c1)CCCN2C(=O)c1cccs1)c1ccccc1Cl
[5] COc1ccccc1N1CCN(CCc2n[nH]c(=S)n2-c2ccccc2)CC1
[6] Cc1ccc(C(=O)NCC(c2cccs2)S(=O)(=O)c2cccs2)cc1C (centres undefined)

assay / compound | 1 | 2 | 3 | 4 | 5 | 6
TrxR1 substrate | 0% | -4%[57.1 µM] | x | -2%[57.1 µM] | 4%[57.1 µM] | 1%[57.1 µM]
mIDH1 inhibitor | -6% | 5% | x | 37%[activator] | 3% | 1%
D2 antag | x | x | 21 | x | 52* | x
TRHR agonist | 0.4 | -0.6 | -0.9 | -0.3 | 1.1 | -0.1
TRHR enhancer | 11 | 1 | -9 | -7 | 13 | 0
Pin1 inhibitor | 2% | -1% | x | -2% | -9% | -10%
USP1-UAF1 inh | 3% | 19% | x | -17% | -3% | -36%
TrxR1 inh | 10% | -3%[57.1 µM] | x | 2%[57.1 µM] | -16%[57.1 µM] | 2%[57.1 µM]
D2 agonist | -0.1 | 0.0 | -1.3 | 0.7 | 0.3 | -0.1

[7] N#Cc1cnn(Cc2ccc(Cl)cc2)c1N
[8] Cc1ccc(-n2nc3c(N4CCC(C(=O)N5CCCCCC5)CC4)nnc(C)c3c2C)cc1
[9] CC(C)(C)CC(=O)Nc1ccc(S(=O)(=O)N2CCCC2)cc1
[10] CCOC(=O)c1sc2nc(C)nc(SCC(=O)NC(C)CCc3ccccc3)c2c1C (centres undefined)
[11] CC1(C)c2[nH]c3ccccc3c2C[C@H]2C(=O)N(CCCCCO)CC(=O)N21
[12] Cc1ccccc1-c1cc(C(=O)NCc2ccc(OC(F)(F)F)cc2)n(CC2CC(c3cccnc3)=NO2)n1 (centres undefined)

assay / compound | 7 | 8 | 9 | 10 | 11 | 12
TrxR1 substrate | 0% | 0% | 10% | -1% | 3% | 5%[57.1 µM]
mIDH1 inhibitor | 16% | -7% | 0% | -9% | -4% | 0%
D2 antag | 1 | -12 | -3 | -8 | -10 | x
TRHR agonist | -1.0 | -0.1 | -3.3 | 0.5 | 0.1 | x
TRHR enhancer | 3 | 3 | 25 | -1 | 1 | x
Pin1 inhibitor | 0% | -3% | -6% | 35%[activator] | -2% | u
USP1-UAF1 inh | 1% | -4% | -16% | 0% | -14% | 6%
TrxR1 inh | 0% | 28% | 21% | 2% | 15% | 30%[57.1 µM]
D2 agonist | x | 0.8 | -1.0 | 0.8 | -1.7 | x

[13] CC(C)C(NS(=O)(=O)c1cccc2nsnc12)C(=O)Nc1nc2ccc(Cl)cc2s1 (centres undefined)
[14] COn1c(-c2ccccc2)nc2ccc(Cl)cc21
[15] COc1cccc(COC(=O)Cc2ccc(S(=O)(=O)N3CCOCC3)s2)c1OC
[16] COC(=O)c1ccc(/C=C/C(=O)OCC(=O)Nc2ncc(Cl)cc2Cl)cc1
[17] CN1CCN(C(=O)c2ccc(-c3cccs3)s2)CC1
[18] CSC(=NC#N)N1CCN(c2ccc(Cl)cc2)CC1

assay / compound | 13 | 14 | 15 | 16 | 17 | 18
TrxR1 substrate | -7% | 3% | -14% | -2% | 184%[activator] | -4%
mIDH1 inhibitor | -6% | 10% | -8% | 6% | -9% | 19%
D2 antag | 11 | -13 | 2 | 7 | 20 | -4
TRHR agonist | 0.0 | 0.5 | 0.9 | -0.2 | 0.5 | 0.0
TRHR enhancer | -4 | 4 | -1 | -1 | -1 | 2
Pin1 inhibitor | u | -7% | 3% | 21% | 7% | 0%
USP1-UAF1 inh | -28% | -9% | -4% | -23% | -26% | -18%
TrxR1 inh | -6% | 14% | -4% | -2% | 34% | 0%
D2 agonist | -1.0 | 1.6 | 0.3 | 0.1 | 0.5 | 0.5

[19] CN1CCC=C(C(=O)N2c3ccccc3Sc3ccc(Cl)cc32)C1
[20] O=C(O)COc1ccc2c(c1)O/C(=C\c1cccs1)C2=O
[21] CCOc1ccc(CCNC(=O)CCS(=O)(=O)c2ccc(OC)cc2)cc1OCC
[22] O=C1c2[nH]nc(-c3ccccc3O)c2C(c2ccc(F)cc2)N1CC1CCCO1 (centres undefined)
[23] COc1ccccc1OC(=O)c1ccc2nsnc2c1
[24] CCSc1nnc(CNC(=O)C23CC4CC(CC(C4)C2)C3)n1Cc1ccccc1

assay / compound | 19 | 20 | 21 | 22 | 23 | 24
TrxR1 substrate | 2% | -14% | 3% | -2% | 3%[57.1 µM] | -15%
mIDH1 inhibitor | 0% | 6% | 10% | 1% | 2% | 0%
D2 antag | 39* | -2 | -9 | -4 | -4 | 0
TRHR agonist | 0.1 | -0.1 | -2.2 | 0.2 | -0.9 | -0.1
TRHR enhancer | -7 | -2 | -1 | 3 | 0 | -19
Pin1 inhibitor | -2% | -1% | -9% | -6% | 7% | -11%
USP1-UAF1 inh | -24% | -16% | -8% | -17% | -15% | 0%
TrxR1 inh | 1% | -14% | 23% | -6% | 15% | -17%
D2 agonist | 0.1 | 0.6 | 0.0 | 0.1 | -1.4 | -0.4

Shown as tab-separated lines: entries from further up.
nr	compound	TrxR1 substrate	mIDH1 inhibitor	D2 antag	TRHR agonist	TRHR enhancer	Pin1 inhibitor	USP1-UAF1 inh	TrxR1 inh	D2 agonist
21	CCOc1ccc(CCNC(=O)CCS(=O)(=O)c2ccc(OC)cc2)cc1OCC	3%	10%	-9	-2.2	-1	-9%	-8%	23%	0.0
22	O=C1c2[nH]nc(-c3ccccc3O)c2C(c2ccc(F)cc2)N1CC1CCCO1 (centres undefined)	-2%	1%	-4	0.2	3	-6%	-17%	-6%	0.1

Further structures
[25] Cc1ccc2nc(C)cc(OCC(=O)O)c2c1
[26] COc1ccc(NS(=O)(=O)c2cc3c(cc2C)N(C(C)=O)CCO3)cc1
[27] O=C(NC1CCN(S(=O)(=O)c2ccc(Cl)c(F)c2)CC1)c1cccnc1
[28] N#Cc1c(NC(=O)c2ccc(Br)o2)n(-c2ccccc2)c2nc3ccccc3nc12
[29] COCCCNC(=O)c1cc2c(=O)n(C)c3ccccc3c2n1C
[30] COC(=O)C(CCSC)NC(=O)c1cc2c(n(-c3ccc(C)cc3)c1=O)CCCC2=O (centres undefined)

assay / compound | 25 | 26 | 27 | 28 | 29 | 30
TrxR1 substrate | 11% | -4%[57.1 µM] | -5%[57.1 µM] | 22% | 17%[57.1 µM] | -2%
mIDH1 inhibitor | 6% | 4%&-17% | -6% | 6% | 10% | 4%
D2 antag | 4 | 4 | -17 | -4 | 2 | 9
TRHR agonist | 0.0 | 0.4&-0.1 | 0.0 | 6.2 | 0.1 | -0.1
TRHR enhancer | -3 | 0&-2 | -9 | 3 | 8 | -1
Pin1 inhibitor | -5% | 3%&15% | 1% | 7% | -3% | 11%
USP1-UAF1 inh | -14% | -8%&-1% | -11% | 6.3µM* | -17% | -14%
TrxR1 inh | 13% | 8%[57.1 µM] | -5%[57.1 µM] | u | 19%[57.1 µM] | -1%
D2 agonist | 0.8 | -0.1&0.3 | 0.3 | 5.9 | 0.6 | -0.5

[31] COC(=O)/C=C1/SC(=NC(=O)c2ccccc2)NC1=O
[32] Nc1nn2c(-c3ccccc3)cc(=O)[nH]c2c1N=Nc1ccc(O)cc1
[33] Cc1ccc2nc(NCc3ccccc3)c(C=NCc3ccccc3)c(=O)n2c1
[34] COc1ccc(NC2CC(=O)N(c3cccc(C)c3)C2=O)cc1 (centres undefined)
[35] O=C(Nc1cccc([N+](=O)[O-])c1)c1cc(S(=O)(=O)Nc2ccccn2)ccc1Cl
[36] C/C(=N/NC(=O)c1ccoc1C)c1cccc(NC(=O)C2CC2)c1

assay / compound | 31 | 32 | 33 | 34 | 35 | 36
TrxR1 substrate | -1%[57.1 µM] | -2%[57.1 µM] | 8% | -3% | -15% | 5%
mIDH1 inhibitor | 2% | 5% | 0% | 2% | 7% | 1%
D2 antag | -7 | 4 | 7 | 8 | -1 | -15
TRHR agonist | 0.5 | -1.6 | 0.6 | 0.9 | 0.3 | -2.1
TRHR enhancer | 18 | -3 | 0 | 5 | 3 | 11
Pin1 inhibitor | -3% | 117%[activator] | 19% | 2% | -5% | -9%
USP1-UAF1 inh | -12% | -22% | -31% | 0% | -10% | -17%
TrxR1 inh | -8%[57.1 µM] | 8%[57.1 µM] | 27% | u | -16% | 4%[57.1 µM]
D2 agonist | -0.5 | 0.2 | 2.2 | 0.5 | 0.3 | -0.9

[37] Cc1ccc(S(=O)(=O)NCCC(c2ccccc2)c2ccccc2)cc1C(=O)O
[38] COCCNC(=O)C(c1ccc(C)o1)N(C(=O)c1snc(C(N)=O)c1N)c1cc(C)cc(C)c1 (centres undefined)
[39] Cc1ccc(OCc2cc(C(=O)N3CCN(CC(=O)NC(C)C)CC3)no2)cn1
[40] O=C(Nc1nnc(SCC(=O)N2CCCCC2)s1)C1CCCCC1
[41] O=c1c2c(-c3ccccc3)csc2ncn1/N=C/c1ccc(O)c([N+](=O)[O-])c1
[42] O=C(CC(=O)N/N=C/c1cccs1)NCc1ccccc1

assay / compound | 37 | 38 | 39 | 40 | 41 | 42
TrxR1 substrate | 10%[57.1 µM] | 6% | -8% | -2% | -15% | -1%[57.1 µM]
mIDH1 inhibitor | -10% | 0% | 5% | 1% | 3% | 7%
D2 antag | 3 | 12 | 4 | 7 | -1 | 0
TRHR agonist | -0.2 | 0.1 | -0.1 | 0.4 | -1.0 | -0.3
TRHR enhancer | 2 | 2 | 1 | 3 | -6 | 3
Pin1 inhibitor | -19% | 0% | -11% | 1% | -2% | -7%
USP1-UAF1 inh | -6% | -21% | -23% | -2% | -8% | -25%
TrxR1 inh | 30%[57.1 µM] | -9% | u | -2% | 1% | 2%[57.1 µM]
D2 agonist | -0.6 | 0.2 | -0.2 | 0.3 | -0.5 | -0.3
